# CBFb RUNX1 block = blocks binding between human CBF-beta and RUNX1; Potency, µM (highest dose often 59.8 µM), for inactives: at the highest dose activity, negative = inhibition, hits mostly inhibitors; AlphaScreen CBFb-His/RUNX1-biotin binding, biochemical; 230,000 tested, under 10 active; Q01196+Q13951; further: % of control where 0% means no effect
# Target sequence (Q01196 whole entry, looked up): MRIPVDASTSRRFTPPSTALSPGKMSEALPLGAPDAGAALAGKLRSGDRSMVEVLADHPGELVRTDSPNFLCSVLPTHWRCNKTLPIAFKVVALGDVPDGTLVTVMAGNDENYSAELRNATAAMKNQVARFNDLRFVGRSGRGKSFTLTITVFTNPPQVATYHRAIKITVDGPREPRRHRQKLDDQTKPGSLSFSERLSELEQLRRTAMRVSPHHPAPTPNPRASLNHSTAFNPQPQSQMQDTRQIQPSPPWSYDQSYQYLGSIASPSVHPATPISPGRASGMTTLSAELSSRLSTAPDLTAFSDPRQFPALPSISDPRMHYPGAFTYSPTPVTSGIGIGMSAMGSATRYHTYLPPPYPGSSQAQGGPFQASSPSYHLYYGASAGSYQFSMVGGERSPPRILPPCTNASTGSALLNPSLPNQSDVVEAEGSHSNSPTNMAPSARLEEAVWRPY
# Target sequence (Q13951 whole entry, looked up): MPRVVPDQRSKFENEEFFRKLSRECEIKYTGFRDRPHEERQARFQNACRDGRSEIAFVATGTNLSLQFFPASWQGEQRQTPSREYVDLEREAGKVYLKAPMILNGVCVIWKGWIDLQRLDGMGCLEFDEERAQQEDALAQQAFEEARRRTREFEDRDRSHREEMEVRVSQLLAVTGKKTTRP
#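 Interaction loss through any mechanism counts as activity. Pre-formed complex of His-CBF-beta and biotin-RUNX1 (30 nM apiece) is incubated with compound 15 min, then with 50 ng nickel and 50 ng streptavidin beads for 90 min before AlphaScreen detection.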
# Lamin A splicing = modulators of lamin A splicing | AID 1487 | HeLa LMNA splicing GFP/RFP minigene ratio, 48 h | Potency, µM (series often up to 46.1 µM), for the others: top-dose ratio change, negative = inhibition, actives largely listed as inhibitors | hit rate 0.01% among 200,000; active means well fitted inhibition curve with a large enough effect in the signal ratio, with a control signal flat, not every such curve was filed as active; inconclusive means small, poorly fitted or top-dose-only effect, or effect the other way, or a change in a side signal; the % refers to the signal ratio; further: potency means the concentration at half of the fitted maximal effect; on the % scale 0 is the no-effect control and ±100 the full control effect
#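 Read-out is the ratio of GFP to DsRed2 object intensity, acquired by 488 nm laser-scanning cytometry on HeLa lamin A-EGFP minigene reporter cells. Compound incubation 48 hrs at 37 °C in Opti-MEM with 2% FBS; DMSO 0.5% final.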
# aGlu spleen mod = inhibits or activates alpha-glucosidase in human spleen homogenate; human spleen homogenate, 4-MU-alpha-glucoside fluorescence; Potency, µM (top dose mostly 79.9 µM), for inactives: top-dose activity change, negative = inhibition, most hits filed as inhibitors; hit rate 0.006% among 240,000;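 further: potency means the concentration at half of the fitted maximal effect; 0% = enzyme with vehicle and -100% = no enzyme basal signal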
#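 AC50 values come from Hill-equation fits of concentration-response data, normalized to no-enzyme and full-activity controls. Enzyme source: 1 ug human spleen homogenate; 1 mM fluorogenic 4-MU glucoside, pH 5.0 citrate buffer, 37 C, 40 min.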
# HttQ103 aggreg = mutant huntingtin aggregation inhibition; hit rate 1.1% among 220,000; AID 1688; Potency, µM (series often up to 46.1 µM), for inactives: at the highest dose activity change, negative = inhibition, most hits filed as inhibitors; PC12 HttQ103-GFP aggregates, Acumen cytometry, 40 h; further: potency means the concentration at half of the fitted maximal effect; on the % scale 0 is the no-effect control and ±100 the full control effect; nearly all actives have a fitted effect of over 60% in size
#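 Aggregates are detected as GFP objects 1–25 µm with signal 6 STDEV over background in lysates of induced PC12 cells. These carry Huntingtin exon 1 with 103 glutamines fused to GFP under an ecdysone promoter; compounds titrated.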
# HTT cytoprotect = Huntington cell model cytoprotection by ATP luminescence; PC12 HTT-Q103 induced, cytoprotection, ATP luminescence, 40 h; Potency, µM (doses to about 56.4 µM), inactives show cytoprotection (ATP increase), actives largely listed as activators; hit rate 0.14% among 230,000;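 further: potency means the concentration at half of the fitted maximal effect; % of control where 0% means no effect; nearly all actives have a fitted effect of over 45% in size; toxic huntingtin expression switched on by the ecdysone agonist tebufenozide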
#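 Huntington model: PC12 line, ecdysone-inducible HTTQ103 exon1–GFP, tebufenozide 100 nM. Test articles in a dose series. Endpoint luminescence from cellular ATP.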
# GAA glycogen = GAA glycogen-cleavage inhibition or activation; P10253; recombinant GAA, glycogen substrate, Amplex Red glucose oxidase fluorescence; Potency, µM (highest dose often 76.4 µM), without a hit: at the top dose activity change, negative = inhibition, usual class: inhibitors; hit rate 0.38% among 300,000;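 further: potency means the concentration at half of the fitted maximal effect; 0% = full enzyme reaction and -100% = no-enzyme basal signal; the screen sought inhibitors and activators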
#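 Recombinant enzyme (4 nM final) with compounds titrated up to 77 uM and bovine liver glycogen (30 ug) in citrate pH 5.0, 0.01% Tween-20, 37 C 40 min. Released glucose detected by Amplex Red/glucose oxidase (Ex 573/Em 610); AC50 from Hill fits.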
# GAA inh = inhibitors of human lysosomal alpha-glucosidase. AID 1466. Potency, µM (doses to about 76.9 µM), for the others: top-dose activity change, negative = inhibition, hits mostly inhibitors. hit rate 0.005% among 200,000. purified human GAA, 4-MU-alpha-glucoside fluorescence;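 further: potency means the concentration at half of the fitted maximal effect; plate controls were uninhibited enzyme wells for no effect and no-enzyme background for full effect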
#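 Activity normalized between no-enzyme (basal) and enzyme-only wells. Conditions: 4 nM human enzyme, 400 uM fluorogenic substrate, citrate/phosphate pH 5.0 with Tween-20, 20 min room temperature, compounds up to 77 uM.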
# Starred values were filed as active, the others as inactive; ? = inconclusive; nt = no result given; & = joins results of further samples; [ ] = remark or other dose. Unless noted, the call rests on the fitted dose curve; in most records, active means well fitted curve in the direction sought with a large enough effect; inconclusive means small, poorly fitted or top-dose-only effect, or another doubt; inactive means no such curve, though single readings can be large; an effect the other way counts as inactive or inconclusive.
SMILES,CBFb RUNX1 block,Lamin A splicing,aGlu spleen mod,HttQ103 aggreg,HTT cytoprotect,GAA glycogen,GAA inh
O=C(CSc1nnc(-c2ccco2)o1)NC1CCCCCC1,11%,0%,7%,7%,-8%[10 µM],-10%,6%
COCCn1c(SCC(N)=O)nnc1-c1c[nH]c2ccccc12,1%,-1%,-5%,-6%,7%,-5%,3%
COc1ccccc1/C=C(/C(=O)OCC(=O)Nc1ccccc1C)c1ccccc1,-14%,?,-4%,6%,12%[10 µM],-8%,-6%
COc1ccccc1Oc1coc2cc(O)ccc2c1=O,-14%&3%,5%,-12%&-5%,-9%,-15%&-3%,-4%,4%
CC1CCC(NC(=O)C2c3ccccc3C(=O)N2CCCN2CCOCC2)CC1 (stereo not drawn),2%,-5%,-4%,1%,-29%,5%,0%
CCN(CC)CCCn1c(=S)[nH]c2ccc(Cl)cc2c1=O,2%,-2%,-5%,5%,11%[10 µM],-14%,?
COc1ccc(OCC(O)CNS(=O)(=O)c2cccc(Cl)c2)cc1 (stereo not drawn),1%,nt,7%,-4%[9.22 µM],-15%[10 µM],-1%,?
COC(=O)C(NC(=O)c1ccc(C)cc1)(Nc1cccc(C)n1)C(F)(F)F (stereo not drawn),1%,-6%,1%,3%,6%[10 µM],5%,?
Cc1ccc(C)c(S(=O)(=O)N(C(=O)c2ccncc2)c2ccc(OC(=O)c3ccncc3)cc2)c1,10%,nt,3%,-18%[9.22 µM],-22%[10 µM],-18%,-21%
COc1ccc(C(C)NC(=O)c2ccoc2C)cc1OC (stereo not drawn),9%,-8%,-2%,11%,13%[0.074 µM],7%,-3%
Cc1cc2ncn(S(=O)(=O)N3CCCCC3)c2cc1C,?,-2%,-2%,-2%,10%[10 µM],-14%,-6%
CC1=NN(C(=O)Cn2nc([N+](=O)[O-])c(Br)c2C)C(O)(C(F)(F)F)C1 (stereo not drawn),2%,2%,-1%,8%,-2%[10 µM],2%,-9%
COC(=O)Nc1ccc(S(=O)(=O)N2CCCC(C(=O)O)C2)cc1 (stereo not drawn),-2%,-2%[46 µM],2%,11%,-16%,-2%,-7%
COC(=O)c1cn(NC(=O)c2ccncc2)c(=O)c2ccccc12,3%,-10%,-4%,4%,-13%,2%,-3%
Cc1cccc(C(C(N)=O)c2ncc(C(F)(F)F)cc2Cl)c1 (stereo not drawn),11%,7%[46 µM],-2%,-16%,-1%,0%,7%
O=C(O)/C=C/c1cn(-c2ccccc2)nc1-c1cc2ccccc2oc1=O,4%,nt,2%,-5%[9.22 µM],1%[10 µM],2%,nt
O=C1c2ccccc2C(Nc2ccccc2)N1Cc1ccc2c(c1)OCO2 (stereo not drawn),-2%,nt,-1%,-10%[9.22 µM],0%[10 µM],-8%,nt
CCN(C1CCCCC1)S(=O)(=O)c1ccc(S(=O)(=O)N2CCN(CCC#N)CC2)cc1,16%,-9%,-5%,-15%,-1%[10 µM],-3%,?
Cc1ccc(SCCC(=O)Nc2ccccc2C(=O)NC(C)C)cc1,6%,-1%,-2%,-11%,-26%[10 µM],13%,-4%
CC1CCc2cc(F)cc3c(O)c(C(=O)NCC4CCCO4)c(=O)n1c23 (stereo not drawn),9%,?,2%,?,15%,-3%,-5%
CCCNC(=O)Cc1ncn[nH]1,-3%,?,3%,2%,-12%,6%,?
COc1ccc(C(=O)c2ccc(CC#N)s2)cc1,-8%,?,0%,17%,30%[10 µM],1%,6%
CCn1ccnc1CN(C)Cc1nc(-c2ccc3c(c2)OCO3)no1,-1%,nt,-2%,-12%[9.22 µM],10%[10 µM],19%,nt
COC(=O)c1[nH]c2cc(OC)ccc2c1NC(=O)CN1CCC(C(N)=O)(N2CCCCC2)CC1,2%,1%,-4%,15%,-25%[0.074 µM],-5%,3%
COc1ccccc1NS(=O)(=O)c1ccc(O)c(NC(=S)NCC2CCCO2)c1 (stereo not drawn),5%,4%[46 µM],10%,-1%[9.22 µM],9%[10 µM],?,3%
COC(=O)CNC(=O)c1c(-c2c(Cl)cccc2Cl)noc1C,10%,-8%,-14%,1%,9%,-1%,3%
CN(c1ccc(OCC(=O)N2CCOCC2)cc1)S(=O)(=O)c1ccc(F)cc1,4%,nt,2%,-22%,-40%,0%,-3%
O=C(NCc1cccc(C(F)(F)F)c1)c1cccc(Cl)c1Cl,8%,17%,-8%,19%,nt,-1%,0%
COC(=O)c1sc(S(=O)(=O)NCC(=O)O)c(C(=O)OC)c1C,8%,nt,-1%,21%,nt,26%,-4%
CC(C)S(=O)(=O)c1csc(C(=O)NN)c1Cl,-2%,nt,-2%,-12%[9.22 µM],0%[10 µM],?,nt
O=C1c2ccccc2C(=O)C12OC(c1ccccc1)C1(C(=O)c3ccccc3C1=O)C2c1cccc([N+](=O)[O-])c1 (stereo not drawn),-8%,-1%,2%,-5%,14%[10 µM],4%,2%
Cc1ccccc1C(=NC(=O)c1ccccc1)c1ccccc1,5%,21%,1%,14%,-9%,-4%,-7%
COc1cc2c(=O)nc3n(c2cc1OC)C(c1ccccc1)N=C(N)N3 (stereo not drawn),-4%,10%,-6%,-21%,-1%,2%,-9%
O=C(N/N=C/C(Br)=C/c1ccccc1)c1cccs1,2%,?,5%,0%[9.22 µM],4%[10 µM],-15%,-3%
CCOC(=O)c1c(COc2ccccc2)oc2ccc(O)cc12,-1%,-8%,-4%,-27%,-9%,-15%,-6%
c1nc2n(n1)C1=C(CCCC1)C1(CCCCC1)N2,-4%,-2%[46 µM],-1%,-16%,-17%[10 µM],2%,3%
CC1=C(C(N)=O)C(c2ccccn2)n2nc(-c3ccccc3Cl)nc2N1 (stereo not drawn),12%,-6%,-4%,4%,-5%,0%,0%
O=C(Nc1ccc(Cl)cc1)N1CCC(CO)(Cc2ccccc2)CC1,0%,?,-3%,2%[9.22 µM],9%[10 µM],9%,1%
O=C(CCCOc1ccc(Cl)cc1Cl)NCCCn1ccnc1,-4%,?,0%,-1%[9.22 µM],34%[10 µM],10%,11%
Cc1ccccc1NS(=O)(=O)c1cc(C(=O)Nc2cccc(N(C)S(C)(=O)=O)c2)ccc1C,-7%,24%,6%,-8%,-38%,10%,-6%
C=C(C)C(=O)Nc1cccc(C2=NOC3(C2)C[C@@H](C(N)=O)N(C(=O)c2ccc(OC)cc2)C3)c1 (stereo partly drawn),nt,nt,-9%,-26%[9.22 µM],29%[10 µM],5%,nt
CN(C)S(=O)(=O)NC(c1ccccc1)c1ccccc1,13%,-4%,-24%,-1%,-5%[0.074 µM],4%,1%
COc1ccc(CCNC(=O)C/C(C)=N/NC(=O)c2ccc(N)cc2)cc1OC,5%,-3%,1%,6%,34%[10 µM],-4%,8%
Cc1oc(-c2ccccc2F)nc1CN1CCC(C(=O)NC2CC2)CC1,4%,3%,-4%,9%,12%,9%,1%
COc1cccc([C@@H]2Oc3ccc(OC)cc3C[C@H]2OC(=O)NS(=O)(=O)c2ccc(F)cc2)c1,-16%,nt,1%,nt,-23%,nt,nt
O=C(CSc1nccc(-c2ccc(Br)cc2)n1)NCCc1ccccc1,13%,-1%,-7%,15%,-10%[10 µM],2%,2%
CC1CCCC(NC(=O)C2CCCN2S(=O)(=O)c2cccc3nsnc23)C1C (stereo not drawn),-6%,?,-2%,6%,-14%,-6%,-5%
Cc1c(/C=N/NC(=O)c2cc(C(C)(C)C)[nH]n2)c2ccccc2n1C,0%,nt,-2%,5%[9.22 µM],7%[10 µM],7%,nt

# Fetched by structure from the list above:
SMILES,CBFb RUNX1 block,Lamin A splicing,aGlu spleen mod,HttQ103 aggreg,HTT cytoprotect,GAA glycogen,GAA inh
O=C1c2ccccc2C(=O)C12OC(c1ccccc1)C1(C(=O)c3ccccc3C1=O)C2c1cccc([N+](=O)[O-])c1 (stereo not drawn),-8%,-1%,2%,-5%,14%[10 µM],4%,2%
COC(=O)c1[nH]c2cc(OC)ccc2c1NC(=O)CN1CCC(C(N)=O)(N2CCCCC2)CC1,2%,1%,-4%,15%,-25%[0.074 µM],-5%,3%
CC1CCCC(NC(=O)C2CCCN2S(=O)(=O)c2cccc3nsnc23)C1C (stereo not drawn),-6%,?,-2%,6%,-14%,-6%,-5%
CC(C)S(=O)(=O)c1csc(C(=O)NN)c1Cl,-2%,nt,-2%,-12%[9.22 µM],0%[10 µM],?,nt

# Carrying on.
SMILES,CBFb RUNX1 block,Lamin A splicing,aGlu spleen mod,HttQ103 aggreg,HTT cytoprotect,GAA glycogen,GAA inh
O=C(O)CNC(=O)CC1S/C(=N/N=C/c2ccccc2O)NC1=O (stereo not drawn),?,nt,-2%,4%,?,-3%,-4%
O=C(O)c1ccc(NS(=O)(=O)/C=C/c2ccccc2)cc1O,-9%,7%,7%,11%,0%,?,-7%
CCOc1cc(C)ccc1OCc1nnc(SCC(=O)c2cccc([N+](=O)[O-])c2)n1C,-7%,1%,-10%,23%,-10%,-3%,1%
CC(=O)SC1CC(=O)N(c2c(C)cccc2C)C1=O (stereo not drawn),7%,nt,4%,12%[9.22 µM],2%[10 µM],4%,nt
CSc1ncccc1C(=O)OCc1ccc(COC(=O)c2cccnc2SC)cc1,5%,5%,3%,-12%,-1%,10%,-5%
CC1=CC(C)(C)N(C(=O)CSc2nnc(-c3ccccc3)o2)c2ccc(C)cc21,3%,?,0%,?,10%,-5%,-15%
Cc1cc(N/N=C/c2c(O)ccc3ccccc23)nc(-c2ccccc2O)n1,-11%,?,-11%,10µM*,27%[10 µM],-2%,-10%
O=C(Nc1ccccc1)c1ccccc1OCc1ccc(S(=O)(=O)N2CCOCC2)cc1,11%,nt,-2%,18%,-11%,5%,3%
Cc1ccc(C(=O)COC(=O)c2cc(Cl)nc3ccccc23)cc1C,6%,4%,-3%,1%,6%,-13%,-5%
CCC(C(=O)NCc1ccc(F)cc1)N(Cc1ccco1)C(=O)c1snc(C(N)=O)c1N (stereo not drawn),-1%,4%,3%,-3%,-4%[10 µM],3%,-4%
COc1ccc(-c2cn(-c3ccc(Br)cc3)c3[n+]2CCS3)cc1,-2%,?,-17%,-26%,9%[10 µM],12%,-11%
CCSc1ccc(-c2nn(-c3ccccc3)cc2/C=C(/C#N)C(=O)NC)cc1,7%,-6%,5%,0%,9%[10 µM],-2%,?
CCC(CO)n1c(SCc2cc([N+](=O)[O-])cc3c2OCOC3)nc2ccccc2c1=O (stereo not drawn),-22%,-2%,7%,?,14%[10 µM],-4%,1%

# Screening results (PubChem BioAssay)
